Assay outcomes as filed in PubChem BioAssay.
MT1-MMP txn act = MT1-MMP promoter transcription activation | HT1080 MT1-MMP promoter luciferase reporter, luminescence, overnight; hits give high values | activation factor at 10 µM | AID 750 | hit rate 0.16% among 86,000;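 active = activation factor of at least 2 for MT1-MMP transcription at 10 µM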
ERa coact pot = enhances coactivator binding to human estrogen receptor alpha. TR-FRET ERalpha-LBD/SRC-Cy5 coactivator binding, 2 h; 100 = basal binding, no effect. coactivator binding (% of control), % at 25.6 µM. hit rate 1.3% among 86,000. P03372; in the data active = activity above about 200%;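 note: binding measured in presence of low estradiol as agonist stimulus; 0% = peptide alone without receptor and 100% = receptor with peptide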
Mac1 fbg inh = inhibitors of human CD11b/CD18 binding to fibrinogen | hit rate 0.54% among 93,000 | AID 1497 | K562 CD11b/CD18 adhesion to fibrinogen, ATPlite luminescence; Mn2+ added to activate the integrin | P05107+P11215 | inhibition, % at 10 µM;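 active = primary inhibition of 50% or more at 10 µM, then 40% or more on retest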; note: some results filed as inactive read as strong as hits
E coli WT exp = growth inhibitors of E. coli BW25113 wild type | OD600 absorbance | growth inhibition, % at 100 µM | hit rate 0.15% among 98,000 | AID 710;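 active = growth inhibition above about 50% at one test dose, limit read from the data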;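 note: growth measured after 20 h incubation at 37 °C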
CD11b adhes enh = increases human CD11b/CD18 adhesion to fibrinogen. P05107+P11215. K562 CD11b/CD18 adhesion to fibrinogen, ATPlite luminescence. activation, % at 10 µM. hit rate 0.07% among 93,000. AID 1499;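 active = 10 µM primary screen giving 50% or more activity, confirmed by 40% or more on retest at that dose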; note: strong numbers were not always called active; reference of the scale not given here
ERa SRC1 inh = ER-alpha (human) coactivator binding inhibition; TR-FRET ER-alpha LBD / SRC-1 peptide, estradiol-bound; hit rate 1.7% among 86,000; inhibition, % at 25.6 µM; in the data active = inhibition above about 50%;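 note: 0% = receptor plus peptide control and 100% = peptide only without receptor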
ERb coact inh = blocks coactivator binding to human estrogen receptor beta | Q92731 | hit rate 1.3% among 86,000 | inhibition, % at 25.6 µM | TR-FRET ER-beta LBD / SRC1-Cy5 peptide binding; receptor agonist-loaded with 1 µM estradiol;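 active = compounds whose percent inhibition of the receptor-coactivator binding signal exceeds about 50% in the single-dose screen, limit read from the data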;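 note: 0% = receptor plus peptide wells without compound and 100% = peptide-only wells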
FAK inh = inhibitors of human focal adhesion kinase; Q05397; biochemical FAK kinase activity assay; inhibition, %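 (tested at 7 µM)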; hit rate 0.84% among 97,000; in the data active = inhibition above about 19%;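 note: 0% = DMSO and 100% = reference compound high control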
Target sequence (Q05397 whole entry, looked up): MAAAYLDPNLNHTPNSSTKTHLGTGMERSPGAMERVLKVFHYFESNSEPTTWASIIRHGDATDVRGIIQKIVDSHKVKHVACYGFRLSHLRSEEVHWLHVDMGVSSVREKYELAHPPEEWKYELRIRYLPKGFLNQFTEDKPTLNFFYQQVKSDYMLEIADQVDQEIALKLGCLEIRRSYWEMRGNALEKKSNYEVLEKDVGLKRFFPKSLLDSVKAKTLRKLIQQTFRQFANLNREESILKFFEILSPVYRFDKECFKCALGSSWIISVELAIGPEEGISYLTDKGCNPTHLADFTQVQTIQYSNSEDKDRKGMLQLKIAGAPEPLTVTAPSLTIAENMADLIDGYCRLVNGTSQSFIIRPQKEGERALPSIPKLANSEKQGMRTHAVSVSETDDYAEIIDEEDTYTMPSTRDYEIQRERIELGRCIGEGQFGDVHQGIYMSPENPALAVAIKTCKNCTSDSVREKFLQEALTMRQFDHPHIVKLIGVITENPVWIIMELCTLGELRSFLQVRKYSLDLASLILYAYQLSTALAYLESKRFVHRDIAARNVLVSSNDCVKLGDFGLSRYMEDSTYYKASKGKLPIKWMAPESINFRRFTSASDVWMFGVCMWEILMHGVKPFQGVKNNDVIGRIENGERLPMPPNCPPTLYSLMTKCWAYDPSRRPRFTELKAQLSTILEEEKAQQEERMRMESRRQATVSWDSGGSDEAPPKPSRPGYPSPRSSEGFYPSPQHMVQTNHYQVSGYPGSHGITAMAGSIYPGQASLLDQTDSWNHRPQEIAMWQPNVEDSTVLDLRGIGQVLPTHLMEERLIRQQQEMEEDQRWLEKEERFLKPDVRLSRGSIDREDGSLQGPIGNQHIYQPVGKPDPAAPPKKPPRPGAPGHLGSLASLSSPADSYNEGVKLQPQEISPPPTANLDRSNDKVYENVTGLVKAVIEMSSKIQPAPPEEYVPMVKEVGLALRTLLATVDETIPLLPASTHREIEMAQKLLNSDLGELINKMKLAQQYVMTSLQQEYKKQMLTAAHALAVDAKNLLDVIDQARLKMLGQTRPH
PLAP activator = activates human placental alkaline phosphatase; P05187; purified PLAP enzyme, luminescent substrate read-out; hits give high values; activation fold at 20 µM; hit rate 1.2% among 96,000; AID 696; in the data active = activation fold above about 2
Numbers without * were called inactive; / = not tested or not shown; [ ] = remark or other dose.

SMILES	MT1-MMP txn act	ERa coact pot	Mac1 fbg inh	E coli WT exp	CD11b adhes enh	ERa SRC1 inh	ERb coact inh	FAK inh	PLAP activator
O=C(CSc1cn(CCNC(=O)c2ccc3ccccc3c2)c2ccccc12)NCc1ccco1	/	111	-2	-8	7	13	-1	-5	0.9
CCCS(=O)(=O)NCCc1cc2ccc(C)cc2[nH]c1=O	1.1	104	/	/	/	-1	2	0	/
O=C(NCC1CCCO1)c1ccc(CS(=O)(=O)Cc2ccc(F)cc2)o1 (stereo unspecified)	1.2	/	/	-6	/	/	/	1	0.9
CCCN=Cc1sc2ccc(OCC)cc2c1O	1.4	120	2	-4	-4	-3	-1	2	0.9
CC(C)NC1=C(Cl)C(=O)c2ccccc2C1=O	1.1	120[fluorescence artefact?]	-1	21	-3	-12	-7	1	0.7
CCCCC(=O)Nc1ccc(NC(=O)CC)cc1OC	1.2	80	23	2	-4	1	0[fluorescence artefact?]	-7	1.1
O=c1cc(-c2ccccc2)[nH]n1-c1nc2ccccc2[nH]1	1.2	105	17	55*	4	6	2	-3	2.1*
CC1(C)C2CCC1(C)C(NC1=NCCC1)C2 (stereo unspecified)	1.2	110	-2	10	-1	-7	0	-4	1
CCOC(=O)c1ccccc1NC(=O)Cn1cnc2c1c(=O)n(C)c(=O)n2C	1.1	101	-10	3	-5	-1[fluorescence artefact?]	3[fluorescence artefact?]	-3	0.8
CC(C)C(C(=O)NCC1CCCO1)N(Cc1ccco1)C(=O)CNS(=O)(=O)c1ccc(F)cc1 (stereo unspecified)	1	115	-14	2	2	1	2	6	1.2
O=c1cc(O)c2c(=O)n3c4c(cccc4c2o1)CCC3	1.1	102[fluorescence artefact?]	/	/	/	9[fluorescence artefact?]	-1	/	/
O=C(Cc1ccccc1)Nc1cccc(-c2nnc(-c3ccco3)o2)c1	1.1	/	/	-1	/	/	/	-3	0.8
CN(C)CCOCCOc1ccccc1-c1ccccc1	/	/	22	4	-3	/	/	1	1.2
CCc1ccc(-c2cc(C(=O)NCc3ccco3)c3ccccc3n2)s1	/	/	11	-8	-1	/	/	4	1.2
CN=c1scc(C)n1/N=C/c1ccc(O)cc1	1	96[fluorescence artefact?]	9	-5	4	7	9	2	1.3
CC(=O)Nc1cccc(NC(=O)CCCC(=O)O)c1	1.2	85[fluorescence artefact?]	-8	-6	0	11[fluorescence artefact?]	23	-2	0.9
COc1ccc2[nH]c3ccccc3c2c1	1.1	/	13	10	-2	/	/	7	0.9
CCOc1ccc(NC(=O)CSC(N)=O)cc1	1	94	-4	3	-1	-1[fluorescence artefact?]	-10[fluorescence artefact?]	/	1.6
CCc1ccccc1NC(=O)CSc1ncn[nH]1	1	108	0	3	0	-3	-5	-1	1
CCn1c(=O)c(C(=O)CN2CC(C)OC(C)C2)c(N)n(Cc2ccccc2)c1=O (stereo unspecified)	1.1	126	-11	3	-2	8	0	0	1.4
CCOC(=O)c1c(NC(=O)c2cc(C(C)C)on2)sc(C(C)=O)c1C	1.1	119	3	2	2	7	-5	1	1.5
COc1ccc(CCn2nnc(-c3ccc(NC(C)=O)c(Cl)c3)n2)cc1	1.2	109[fluorescence artefact?]	/	/	/	-7	0[fluorescence artefact?]	0	/
CCOC(=O)CSC1=C(C#N)C(=O)NC(c2ccc(OC)cc2)S1 (stereo unspecified)	1.2	84	-7	-1	0	1	37	0	1.7
CC1CCN(C(=O)c2scc3c2OCCO3)CC1	1.1	113	-7	-10	-2	-2	-6[fluorescence artefact?]	-2	1.1
O=C(NCCCn1ccnc1)c1cccc(S(=O)(=O)Nc2ccccc2F)c1	1.1	122	8	4	-3	-3	-5	8	1.3

Going on with the list:
SMILES	MT1-MMP txn act	ERa coact pot	Mac1 fbg inh	E coli WT exp	CD11b adhes enh	ERa SRC1 inh	ERb coact inh	FAK inh	PLAP activator
CN(C)S(=O)(=O)N(CC(=O)N1CCOCC1)c1ccccc1	1.1	111	5	1	-7	0	-4	7	0.8
O=C(CN1CCNCC1)Nc1ccccc1Cl	1	76[fluorescence artefact?]	-7	-2	-3	-4	-2	-2	0.8
O=C(NCc1ccccc1)c1cc(-n2cnnc2)ccc1Cl	1	113	-20	10	-1	-26	-23[fluorescence artefact?]	0	1.1
COc1ccc(Cl)cc1NS(=O)(=O)c1cc(Cl)ccc1OC	/	132	-1	-2	-3	-5	-6	1	0.9
CC(=O)Nc1ccc(S(=O)(=O)NCC(C)NS(=O)(=O)c2ccc(NC(C)=O)cc2)cc1 (stereo unspecified)	1.1	104	15	-3	3	-28	3	0	1
CCSc1nnc(NC(=O)c2csc3c2CCC(C)C3)s1 (stereo unspecified)	1.4	189	11	-8	10	-8	-5[fluorescence artefact?]	-2	1.1
O=C(COC(=O)c1ccccn1)NCCCc1ccccc1	1	107	10	-2	-4	13	-7	10	0.9
CC(=O)NCC(=O)N(C)C(C(=O)Nc1ccc(C(C)C)cc1)c1ccccc1 (stereo unspecified)	1.4	115	9	-4	-2	-4	-7	1	1.4
CCOC(=O)C1=C(CNCc2ccccc2Cl)NC(=O)NC1c1ccc2c(c1)OCO2 (stereo unspecified)	1	111	-22	-1	0	-17	-20	1	0.9
O=c1cc(-c2ccccc2)[nH][nH]1	1.3	96	/	/	/	32	6	8	/
CCOc1ccc(C2c3cc(OC)c(OC)cc3CC(=O)N2c2ccc(OC)cc2)cc1 (stereo unspecified)	/	/	15	9	-2	/	/	-1	1.5
O=c1cc(O)nc(SC23CC4CC(CC(C4)C2)C3)[nH]1	1	89	-3	4	2	40	33	-4	1
N#Cc1cccc2cnccc12	1.2	110	5	11	0	3[fluorescence artefact?]	2[fluorescence artefact?]	/	0.9
CC(=O)NCCc1ccc(S(=O)(=O)NCc2ccc3c(c2)OCO3)cc1	1.1	89	54	2	-4	7	22	-4	0.9
O=C(CC1C(=O)NCCN1C(=O)Nc1ccccc1)Nc1ccc2c(c1)OCCO2 (stereo unspecified)	1.1	122	-5	0	0	-4	1	-2	1.3
COc1ccc(N2CN=C3SCC(=O)N3C2)cc1	/	85	/	/	/	4[fluorescence artefact?]	9[fluorescence artefact?]	-1	/
N#CCC(CNc1ncc(C(F)(F)F)cc1Cl)OC(=O)c1ccc(Cl)cc1Cl (stereo unspecified)	/	/	-4	-8	10	/	/	-5	1.1
CCC1(CC)Cc2ccccc2C(Nc2c(C)n(C)n(-c3ccccc3)c2=O)=N1	1	98	-8	1	-2	0	-1	-1	2*
CCOC(=O)c1sc(N)nc1C(C)(C)C	/	/	-7	9	-4	/	/	3	1
Cc1ccc(CN2C(=O)C3CCCN3c3ccc(C#N)cc32)cc1 (stereo unspecified)	/	/	1	-13	22	/	/	-12	1.2
CCc1ccc(C2C(C#N)=C(N)SC(N)=C2C#N)cc1	1.2	101	5	10	0	-1	3	0	1.3
C=C(C)Cn1c(-c2ccccc2)nc2ccccc21	1.1	93	26	8	2	-4	2	-1	0.9
CC1CCN(C(=O)CSc2nnc(-c3ccncc3)n2C)CC1	1.2	95	/	/	/	3[fluorescence artefact?]	-8	-1	/
Cc1cccc(NC(=O)CSc2nnnn2C)n1	1.2	93	/	-7	/	-16	-8	-5	1
COC(=O)C1CCN(C(=O)/C=C/c2ccc(OC)cc2)CC1	1.4	99	-1	-1	1	2	3[fluorescence artefact?]	-1	1.1

3 structures already listed, sorted by length of the SMILES, smallest number first:
SMILES	MT1-MMP txn act	ERa coact pot	Mac1 fbg inh	E coli WT exp	CD11b adhes enh	ERa SRC1 inh	ERb coact inh	FAK inh	PLAP activator
N#Cc1cccc2cnccc12	1.2	110	5	11	0	3[fluorescence artefact?]	2[fluorescence artefact?]	/	0.9
O=C(CN1CCNCC1)Nc1ccccc1Cl	1	76[fluorescence artefact?]	-7	-2	-3	-4	-2	-2	0.8
CC(=O)NCCc1ccc(S(=O)(=O)NCc2ccc3c(c2)OCO3)cc1	1.1	89	54	2	-4	7	22	-4	0.9

Next entries follow:
SMILES	MT1-MMP txn act	ERa coact pot	Mac1 fbg inh	E coli WT exp	CD11b adhes enh	ERa SRC1 inh	ERb coact inh	FAK inh	PLAP activator
CCCCN(CC)c1nc(-c2ccncc2)nc2ccccc12	1.1	84	16	13	0	3	-15	2	1.7
COCCn1c(SCC(N)=O)nnc1-c1c[nH]c2ccccc12	1.2	106[fluorescence artefact?]	-8	0	-2	-2[fluorescence artefact?]	2[fluorescence artefact?]	0	0.9
COC(=O)c1ccccc1NC(=O)C1CCN(C(=O)c2cc(OC)c(OC)c(OC)c2)CC1	1	/	-8	-18	0	/	/	0	1.6
O=C(Cc1cccs1)N1CCCC(c2nc(-c3ccc(S(=O)(=O)N4CCCC4)cc3)no2)C1 (stereo unspecified)	1	96	13	-9	2	-10	3	3	1.6
Cn1c(N)c(C#N)c2c(c1=S)COC(C)(C)C2	1.1	103	-25	-1	-2	8	-5	-2	0.8
NC(=O)c1ccccc1NS(=O)(=O)Cc1ccc(Cl)cc1	1	89[fluorescence artefact?]	-10	9	-3	19	1	-2	1
COc1ccc(S(=O)(=O)N2CCN(C(=O)NC3CCCCC3)CC2)cc1OC	1	129	21	-6	2	-8	-5	0	1.6
COC(=O)c1ccccc1NC(=O)c1cc(-c2ccc(C)cc2)on1	1.2	83	-13	-8	8	7	9	-1	0.8
O=C(/C=C/c1ccccc1)N/C(=C/c1ccccc1)C(=O)Nc1ccccc1O	/	/	2	-7	5	/	/	3	1.2
CC1=C(C(=O)OCC(C)C)C(c2ccsc2)NC(=O)N1 (stereo unspecified)	1	84	-8	-11	-1	12	5	3	1.2
COc1ccc(/C=C/c2c([N+](=O)[O-])c(=O)n(C)c(=O)n2C)cc1OC	/	/	13	-5	-5	/	/	1	1
Cc1c(Cl)cccc1NC(=O)CC(NCCN1CCOCC1)C(=O)O (stereo unspecified)	1.2	115[fluorescence artefact?]	/	/	/	1[fluorescence artefact?]	3[fluorescence artefact?]	/	/
NS(=O)(=O)c1ccc(NC(=O)N[C@@H](Cc2ccccc2)C(=O)O)cc1	1.1	114	/	/	/	-7	-6	-3	/
COc1ccc(C)cc1NC(=O)C(=O)NCc1ccncc1	/	/	-7	-1	-2	/	/	-7	1
CC(c1ccccc1)N1C(=O)c2ccc(C(=O)NCc3ccco3)cc2C1=O (stereo unspecified)	1	87	/	-3	/	-29	-11[fluorescence artefact?]	1	/
CC1(C)Cc2c(sc3ncn4nc(-c5ccco5)nc4c23)CO1	1.1	118	/	/	/	-10	-9	33*	/
COc1ccc(N2C(=O)CC(Nc3ccc(C)cc3)C2=O)cc1 (stereo unspecified)	/	/	-19	1	-3	/	/	-1	0.9
CC(Sc1nnc(COc2ccc3ccccc3c2)n1C)C(=O)O (stereo unspecified)	1.1	95	5	1	-2	-25	-27	0	1.2
Cc1cc(N2CCCCC2)nc2ccc(NC(=O)c3ccc(Br)o3)cc12	1.1	95	-21	1	-5	5	-3	1	1.6
COCCNC(=O)c1cnn2c1NC(c1ccco1)CC2C(F)(F)F (stereo unspecified)	1.1	101	/	/	/	-19	-23[fluorescence artefact?]	0	/
Cn1c(N)c(C(=O)CSc2nc3ccccc3n2-c2ccccc2)c(=O)n(C)c1=O	1.2	231*[fluorescence artefact?]	3	/	2	48[fluorescence artefact?]	38[fluorescence artefact?]	/	0.8
CCOC(=O)N1CCN(C(=O)CSc2nnc(-c3cccc(Cl)c3)o2)CC1	1.1	106	-7	0	-3	-3	-13	/	1.2
Cc1nnc(SCc2ccccc2Cl)n1CC1CCCO1 (stereo unspecified)	1	119	/	10	/	-5	-12	-2	1
O=C(O)c1ccc(CNCc2c(Cl)cccc2Cl)cc1	/	/	-6	0	1	/	/	1	1.3
CC(=O)Nc1ccc2[nH]c(C)c(CC=C(Cl)Cl)c(=O)c2c1	1	98[fluorescence artefact?]	-18	3	-5	6	3	2	0.8

Rewritten with bars between the fields: 2 of the compounds above.
mol | MT1-MMP txn act | ERa coact pot | Mac1 fbg inh | E coli WT exp | CD11b adhes enh | ERa SRC1 inh | ERb coact inh | FAK inh | PLAP activator
COC(=O)c1ccccc1NC(=O)c1cc(-c2ccc(C)cc2)on1 | 1.2 | 83 | -13 | -8 | 8 | 7 | 9 | -1 | 0.8
COCCn1c(SCC(N)=O)nnc1-c1c[nH]c2ccccc12 | 1.2 | 106[fluorescence artefact?] | -8 | 0 | -2 | -2[fluorescence artefact?] | 2[fluorescence artefact?] | 0 | 0.9
